Eya2 phos inh – blocks the phosphatase activity of human Eya2; recombinant Eya2, OMFP fluorescence dephosphorylation (OMFP is methylfluorescein phosphate); Potency, µM (doses to about 76.9 µM), inactives show top-dose activity, negative = inhibition, usual class: inhibitors; 330,000 tested, 0.006% active; AID 488837; note: potency is the fitted concentration of half-maximal effect; % is set by controls: 0 for no effect and ±100 for the full control effect
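Eya2 protein (added as 0.2 uM solution) was preincubated with compound for 10 min at ambient temperature in 50 mM HEPES pH 7.5, 50 mM NaCl, 5 uM MgCl2, 0.05% BSA, 1 mM DTT. OMFP (added at 50 uM) then reacted 10 min; fluorescence read at 485/525 nm.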
TRPV1 ag – human TRPV1 agonism | Q8NER1 | AID 540275 | TRPV1-expressing cells, Fluo-8 calcium influx, agonist mode | activation, % at 8.33 µM | 320,000 tested, 0.19% active; in the data active = activation above about 80%; inconclusive = between about 30% and that limit; note: 0% is about no effect
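Fluo-8 calcium influx in TRPV1-expressing cells, kinetic read (ex 480/em 520 nm). Compound added and read 3 min for agonist activity, followed by capsaicin at EC20 final and 2 min further read for enhancement.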
S-ASM inh – human S-ASM enzyme inhibition; placental ASM, HMU-PC fluorogenic substrate, 60 min; P17405; Potency, µM (series often up to 57.5 µM), for the others: at the top dose activity change, negative = inhibition, most hits filed as inhibitors; 340,000 tested, 0.006% active; note: potency is the fitted concentration of half-maximal effect
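Human placenta-derived ASM enzyme was preincubated with compound for 10 minutes at room temperature, then given fluorogenic substrate HMU-PC0 (9 uM final) for 60 minutes at 37 °C; a pH 10 stop preceded fluorescence reading at Ex 386/Em 447 nm.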
uPA surface inh – blocks generation of uPA at the cell surface; Potency, µM (titrated, usually from 38.3 µM), without a hit: at the top dose activity change, negative = inhibition, hits mostly inhibitors; 330,000 tested, 0.31% active; cell surface uPA generation assay, qHTS; active = well fitted inhibition curve with a large enough effect; inconclusive = small, poorly fitted or top-dose-only effect; inactive = no such curve, though single readings can be large or run the other way; tested in mouse RAW 264.7 cells; note: potency is the fitted concentration of half-maximal effect; % is set by controls: 0 for no effect and ±100 for the full control effect; nearly all actives have a fitted effect of over 55% in size
PTAP TSG101 blk – blocks PTAP/TSG101 interaction to inhibit HIV-1 budding; 340,000 tested, under 10 active; Q99816; Fluorescence polarization, FITC-PTAP peptide / Tsg101 binding; Potency, µM (titrated, usually from 115 µM), without a hit: at the highest dose activity change, negative = inhibition, most hits filed as inhibitors; active = well fitted inhibition curve with a large enough effect in the main read-out, with a control signal flat, not every such curve was filed as active; inconclusive = small, poorly fitted or top-dose-only effect, or effect the other way, or a change in a side signal; inactive = no such curve, though single readings can be large or run the other way; note: potency is the fitted concentration of half-maximal effect; % of control where 0% means no effect
Target sequence (Q99816 whole entry, looked up): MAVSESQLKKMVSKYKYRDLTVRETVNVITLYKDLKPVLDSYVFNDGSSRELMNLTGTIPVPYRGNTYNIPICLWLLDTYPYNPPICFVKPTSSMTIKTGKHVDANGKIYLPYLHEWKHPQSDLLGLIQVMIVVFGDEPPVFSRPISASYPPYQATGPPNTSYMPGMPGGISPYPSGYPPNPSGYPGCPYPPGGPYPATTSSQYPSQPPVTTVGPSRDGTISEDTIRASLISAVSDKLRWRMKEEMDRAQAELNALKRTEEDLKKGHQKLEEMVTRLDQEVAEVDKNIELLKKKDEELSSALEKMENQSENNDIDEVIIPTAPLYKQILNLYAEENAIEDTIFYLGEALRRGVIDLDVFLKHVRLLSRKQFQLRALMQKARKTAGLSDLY
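Fluorescence polarization binding of Tsg101 binding domain (10 uM final) to FITC-labeled PTAP peptide (50 nM final) in HEPES pH 7.5 buffer with NaCl, Tween 20, EDTA, TCEP. Compounds added before peptide; binding 20 min at RT.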
BRCA1 expr up – BRCA1 expression activation. MCF7-BRCA1-FFLuc reporter, luminescence, 48 h; response scale: scaled: vehicle 0%, 10 µM genistein 100%. Potency, µM (series often up to 46.1 µM), for the others: at the top dose activation, usual class: activators. 380,000 tested, 1.1% active. AID 624202; note: potency is the fitted concentration of half-maximal effect; nearly all actives have a fitted effect of over 80% in size; some results filed as inactive show a strong effect at the top dose
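MCF7 cells carrying a BRCA1-firefly luciferase reporter (2000 cells/well, phenol-red free MEM) were attached for 2 h at 37 °C, then given compounds for 48 h. Luminescence was read 15 min after luciferase reagent; activity normalized to genistein (10 microM) and DMSO.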
a7 integrin act – activators of alpha7 integrin expression for muscular dystrophy; alpha7betagal myoblasts, beta-gal FDG fluorescence, 48 h; Potency, µM (highest dose often 38.3 µM), inactives show at the top dose activation, hits mostly activators; 350,000 tested, 0.064% active;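 note: potency is the fitted concentration of half-maximal effect; 100% = response of the positive control SU9516; nearly all actives have a fitted effect of over 60% in size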
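alpha7betagal+/- myoblasts (passage 13, 250/well) treated 48 h at 37C with compounds at 1:260 dilution of DMSO stock. Lysed, then beta-galactosidase activity read as FDG fluorescence (ex 480/em 540) after 30 min, with pre-read for autofluorescence.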
USP2a inh – inhibitors of human ubiquitin-specific protease USP2a; O75604; USP2 core, Ub-CHOP2 coupled fluorogenic reporter, 485/531; Potency, µM (doses to about 38.3 µM), without a hit: top-dose activity change, negative = inhibition, actives largely listed as inhibitors; 330,000 tested, 0.01% active; AID 463254;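 note: potency is the fitted concentration of half-maximal effect; plate controls were DMSO wells for no effect and full inhibition by NEM control for full effect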
Target sequence (O75604 whole entry, looked up): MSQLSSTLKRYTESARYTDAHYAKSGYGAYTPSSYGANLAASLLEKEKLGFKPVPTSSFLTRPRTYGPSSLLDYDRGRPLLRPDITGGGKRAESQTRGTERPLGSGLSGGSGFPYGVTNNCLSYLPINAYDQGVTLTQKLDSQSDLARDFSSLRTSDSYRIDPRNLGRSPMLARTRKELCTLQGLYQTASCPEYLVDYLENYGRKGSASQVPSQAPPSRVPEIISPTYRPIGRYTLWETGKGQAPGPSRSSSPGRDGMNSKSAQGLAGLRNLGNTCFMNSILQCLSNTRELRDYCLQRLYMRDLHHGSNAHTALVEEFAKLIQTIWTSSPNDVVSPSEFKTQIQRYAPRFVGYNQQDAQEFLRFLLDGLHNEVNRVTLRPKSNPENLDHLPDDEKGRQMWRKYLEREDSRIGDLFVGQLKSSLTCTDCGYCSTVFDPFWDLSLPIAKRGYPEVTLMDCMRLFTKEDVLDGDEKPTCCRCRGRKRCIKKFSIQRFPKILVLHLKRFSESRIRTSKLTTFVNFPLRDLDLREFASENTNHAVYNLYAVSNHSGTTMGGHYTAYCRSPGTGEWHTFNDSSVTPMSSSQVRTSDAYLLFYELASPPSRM
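Deubiquitinase activity read as fluorescence (485/531 nm) after Ub-CHOP2 cleavage activates the enterokinase reporter on its substrate; USP2 core 10nM, Ub-CHOP2 and substrate 25nM each, 30min compound preincubation then 60min RT; data normalized to NEM, curves fitted.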
p53 reactivator – re-activators of mutant p53. H1299 p53-A138V BP100-luciferase reporter, luminescence, 24 h. Potency, µM (top dose mostly 92.2 µM), inactives show top-dose activity change, positive = activation, actives largely listed as activators. 320,000 tested, 0.063% active; note: potency is the fitted concentration of half-maximal effect; % of control where 0% means no effect; nearly all actives have a fitted effect of over 45% in size
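p53-null H1299 cells stably carrying temperature-sensitive p53-A138V and a BP100-luciferase reporter were pinned with compounds (4-point, 1:5 series) and held 24 hrs at 37 deg C. Luminescence was read 10 min after detection reagent.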
B2AR arrestin – recruits beta-arrestin to the human beta2-adrenergic receptor | P07550 | beta-arrestin recruitment to beta2AR, cell-based reporter | Potency, µM (highest dose often 46.1 µM), inactives show at the top dose activation, actives largely listed as activators | 330,000 tested, 0.02% active;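 note: potency is the fitted concentration of half-maximal effect; 0% = DMSO controls and full agonism = EC100 isoproterenol or metaproterenol; nearly all actives have a fitted effect of over 65% in size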
ELG1 genotoxic – induces genotoxicity in HEK293T cells with luciferase-tagged ELG1; Potency, µM (doses to about 46 µM), without a hit: at the top dose activity change, positive = activation, actives largely listed as activators; HEK293T ELG1-luciferase reporter, luminescence, 16 h; AID 504466; 330,000 tested, 1.3% active; note: potency is the fitted concentration of half-maximal effect; % of control where 0% means no effect; nearly all actives have a fitted effect of over 60% in size
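Reporter readout depends on ELG1 protein level, which increases with genetic stress. After 16 hr compound exposure at 37 °C, luciferase activity was quantified using ONE-Glo.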
The depositor's hits bear a star; ? = inconclusive; . = no result given; [ ] = remark or other dose. Unless noted, calls come from the whole dose curve; as a rule, active = well fitted curve in the direction sought with a large enough effect; inconclusive = small, poorly fitted or top-dose-only effect, or another doubt; inactive = no such curve, though single readings can be large; an effect the other way counts as inactive or inconclusive.

SMILES	Eya2 phos inh	TRPV1 ag	S-ASM inh	uPA surface inh	PTAP TSG101 blk	BRCA1 expr up	a7 integrin act	USP2a inh	p53 reactivator	B2AR arrestin	ELG1 genotoxic
O=C(O)CC/C(=C\c1ccc(Cl)c([N+](=O)[O-])c1)c1nc2ccccc2s1	3%	9	.	-3%	-2%	-25%	-14%	-8%	6%	-1.0%	-4%
CCN1CCN(CC(=O)c2cc(OC)c(OC)c(OC)c2)CC1	-1%	1	1%	0%	0%	0%	-13%	-1%	3%	0.2%	0%
Nc1ccc2c(c1)C(=O)Cc1ccccc1S2	-7%	-1	-2%	8%	0%	-4%	?	5%	1%	-1.1%	1%
CCCNc1nc(OCC(F)(F)F)nc(OCC(F)(F)F)n1	-23%	2	-3%	0%	-1%	-15%	-11%	2%	2%	-0.2%	0%
CCOc1nc(NCCO)nc(NCCC2=CCCCC2)n1	4%	?	0%	-2%	-2%	-13%	-19%	-1%	3%	-0.7%	0%
COc1cccc(/C=C/C(=O)c2cccc([N+](=O)[O-])c2)c1	2%	17	-5%	2%	-1%	-14%	36%	0%	-11%	0.4%	?
CCCCC(CC)C(=O)Oc1ccc(O)c(C(C)(C)C)c1 (stereo not given)	-22%	3	-7%	7%	-4%	-50%	-51%[inhibitor]	-7%	6%	-0.3%	-1%
O=C(Cc1ccc(-n2cccc2)cc1)N1CCc2ccccc21	6%	-3	4%	9%	-1%	76%	10%	6%	3%	0.0%	19%
Cc1ccccc1C(=O)N1CCC(C(=O)Nc2ccc3c(c2)OCO3)CC1	-19%	-1	-8%	-1%	-5%	-19%	13%	3%	-6%	-0.8%	-3%
COc1ccc2c(c1OC)C(=O)OC2Nn1cncn1 (stereo not given)	10%	-7	1%	.	-1%	-7%	8%	1%	-6%	-0.4%	0%
Cc1cc([N+](=O)[O-])ccc1NC(=O)CN1C2CCC1CC(NC(=O)NC13CC4CC(CC(C4)C1)C3)C2 (stereo not given)	4%	0	-2%	-6%	-13%	-32%	-30%[inhibitor]	2%	0%	-0.2%	-8%
CCOC(=O)Oc1ccc2oc(=O)cc(C)c2c1	20%	-2	0%	-1%	-6%	55%	-21%	-1%	3%	-0.2%	0%
Oc1ccccc1Oc1ncc(Br)c(Cl)n1	-4%	-3	-1%	?	-3%	-1%	-42%	0%	?	0.3%	-1%
CN(C)N1C(N)=C(C#N)C(c2cccc3ccccc23)C2=C1CC(c1ccccc1)CC2=O (stereo not given)	6%	1	.	-8%	-1%	-77%	-28%	1%	-11%	4.3%	-4%
CCN(CC(=O)Nc1ccc(OC)cc1)C(=O)Cc1ccc(OC)c(S(=O)(=O)N2CCOCC2)c1	-2%	-2	6%	2%	-7%	39%	0%	0%	-3%	0.1%	3%
COc1ccc(CNc2nc(-c3cccnc3)nn2C(=O)CC(C)C)cc1	-1%	9	-10%	-1%	3%	3%	6%	-1%	5%	0.0%	-8%
O=C1CN(c2ccccc2)C(=S)N1C(=O)c1ccccc1	0%	7	4%	-3%	1%	7.1µM*	15%	-1%	10%	-1.0%	?
COC(=O)N1C(=O)[C@](c2ccsc2)(C(C)C)N1C(=O)OC	5%	2	6%	?	2%	-28%	0%	-2%	.	-0.8%	11%
Cc1ccc(CN2C(=O)/C(=C3\SC(N4CCOCC4)=NC3=O)c3cc(Br)ccc32)cc1	21%	3	.	.	.	.	.	1%	?	0.1%	-1%
Cc1cc(C)n(-c2ccc(C(=O)Nc3ccccc3N3CCOCC3)cc2)n1	14%	6	-2%	.	-4%	-1%	-1%[7.66 µM]	-1%	10%	-0.1%	0%
O=S(=O)(c1ccc(OC(F)(F)F)cc1)N1CCCC(N2CCOCC2)C1 (stereo not given)	-2%	-2	-3%	1%	1%	-1%	5%	3%	35%	0.0%	-4%
O=C(O)C(NS(=O)(=O)c1ccc(F)cc1)c1ccccc1 (stereo not given)	4%	0	1%	7%	-1%	14%	-22%	3%	2%	-0.1%	-4%
Cc1cc(C)c(C(=O)/C=C/c2ccc(C(C)C)cc2)c(=O)[nH]1	9%	0	-4%	-12%	-1%	-73%	-49%[inhibitor]	0%	-12%	-0.1%	-9%
O=C(OCCN1CCCCC1)c1ccccc1F	9%	-4	-1%	-4%	-5%	13%	-9%	0%	-1%	-0.2%	1%
CNC(=S)NNC(=O)c1cccn(Cc2cccc(C(F)(F)F)c2)c1=O	3%	1	28%	-4%	-2%	1%	-5%	-1%	-4%	0.3%	1%
CCCCCC(=O)NC(=S)Nc1ccccc1C(=O)OC	.	5	-2%	0%	-9%	1%	-11%	.	.	.	.
O=C(CN1C(=O)c2ccccc2C1=O)Nc1cccc(O)c1	1%	0	1%	5%	0%	15%	7%	-1%	2%	3.5%	-3%
CCC(CC)c1nnc(NC(=O)Oc2ccccc2)s1	-7%	1	2%	15%	.	2%	28%	2%	13%	-0.8%	-3%
CCC(=O)N1CCNC(=O)C1CC(=O)Nc1ccc(C)c(Cl)c1 (stereo not given)	3%	-3	-1%	-2%	-1%	-25%	0%	2%	-1%	0.1%	-1%
CCOc1ccc(NC(=O)CSC2=NN3CCCC(=O)N=C3S2)cc1	-2%	-2	0%	-4%	0%	0%	-31%	3%	8%	-0.7%	-3%[9.26 µM]
COc1ccc(C2/C(=C(/O)c3ccc(C)cc3)C(=O)C(=O)N2CCCN2CCOCC2)cc1 (stereo not given)	0%	-1	-5%	25%	-5%	0%	-7%	3%	?	0.5%	1%
COc1ccc([N+](=O)[O-])c(OC)c1C(=O)NC(=O)Nc1c(C)cccc1C	-13%	4	-2%	3%	4%	-4%	-25%	-6%	7%	0.1%	0%
Cc1ccc(CN2CCNC(=O)C2CC(=O)N(C)C2CCCCC2)o1 (stereo not given)	-4%	1	4%	-1%	-2%	-11%	9%	0%	-1%	0.5%	0%
CCOC(=O)C1CCCN(c2c(NCCN(CC)c3ccccc3)c(=O)c2=O)C1 (stereo not given)	-4%	2	2%	8%	-1%	-5%	8%	-1%	4%	-0.2%	-14%
Cc1ccccc1NCc1nnc2n1CCCCC2	-5%	2	2%	14%	-3%	-5%	11%	-6%	6%	-0.1%	1%
CC(C)Cc1cc(C(=O)Nc2sc3c(c2C#N)CCCC3)no1	0%	-2	-4%	-8%	1%	40%	-17%	2%	?	-1.0%	3%
COc1ccc(OC)c(C2NC(=O)CCC2[N+](=O)[O-])c1 (stereo not given)	-30%	-1	0%	-8%	-8%	8%	5%	8%	-3%	0.2%	-2%
O=C(CS(=O)(=O)c1ccccc1)Nc1nnc(Cc2ccccc2)s1	5%	-4	-2%	-3%	-2%	-1%	?	3%	5%	0.4%	1%
CSc1nnc2c3ccccc3c3ccccc3c2n1	5%	-3	-10%	-2%	-3%	-12%	-4%	1%	2%	0.1%	0%
C/C(=N\NC(=O)Cc1ccccc1)c1ccc(Cl)s1	3%	?	-1%	-2%	0%	-10%	1%	0%	12%	0.2%	-6%
Cc1ccc(NC(=O)CSCC(=O)Nc2ccc(N3CCOCC3)c(Cl)c2)cc1	16%	4	-6%	1%	-5%	6%	-1%	-4%	1%	-0.7%	-4%
CC/C(=N\NC(=O)Cc1ccc(Br)cc1)c1cccs1	16%	2	2%	4%	-6%	-6%	-8%	2%	9%	-0.2%	-1%
O=C(c1cc2ccccc2o1)N1CCN(Cc2ccc3c(c2)OCO3)CC1	2%	?	-2%	9%	-1%	-2%	11%	2%	-5%	-0.5%	1%
O=C(Cn1cnc2c(nnn2Cc2ccccc2F)c1=O)NCc1ccco1	-20%	3	6%	-8%	-3%	0%	9%	-1%	4%	0.0%	0%
COc1ccc(NC(=O)CN2CCN(C(=O)c3ccco3)CC2)c(OC)c1	1%	1	2%	5%	-1%	-8%	-26%	3%	-5%	-0.1%	3%
FC(F)(F)c1cc(-c2ccco2)nc(N2CCOCC2)n1	.	-1	6%	-1%	-6%	-1%	-15%	.	.	.	.
COc1ccc(CCNC(=O)/C(C#N)=C/c2cccc(OCc3ccccc3)c2)cc1OC	1%	1	.	-2%	1%	-50%	-13%	1%	-8%	3.5%	-1%

Shown with two lines to a compound: two of the compounds above.
Second line of a record: Eya2 phos inh, TRPV1 ag, S-ASM inh, uPA surface inh, PTAP TSG101 blk, BRCA1 expr up, a7 integrin act, USP2a inh, p53 reactivator, B2AR arrestin, ELG1 genotoxic
> Cc1ccc(NC(=O)CSCC(=O)Nc2ccc(N3CCOCC3)c(Cl)c2)cc1
→ 16%, 4, -6%, 1%, -5%, 6%, -1%, -4%, 1%, -0.7%, -4%
> CC/C(=N\NC(=O)Cc1ccc(Br)cc1)c1cccs1
→ 16%, 2, 2%, 4%, -6%, -6%, -8%, 2%, 9%, -0.2%, -1%

Compound activity from PubChem.
